# p53 reactivator – restores transcriptional activity of mutant p53 | H1299 p53-A138V BP100-luciferase reporter, luminescence, 24 h | Potency, µM (doses to about 92.2 µM), without a hit: at the top dose activity change, positive = activation, hits mostly activators | 320,000 tested, 0.063% active | AID 504706; also: potency is read from the fitted curve at half-maximal effect; % of control where 0% means no effect; nearly all actives have a fitted effect of over 45% in size
#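 H1299 (p53-null), stable ts p53-A138V + BP100-Luc; 1000 cells/well, Opti-MEM/10% FBS; cpd 4 pt, 1:5; 24 h, 37 deg C, 5% CO2; detection reagent 10 min RT; luminescence.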
# BRCA1 expr up – BRCA1 expression activation; MCF7-BRCA1-FFLuc reporter, luminescence, 48 h; response scale: scaled: vehicle 0%, 10 µM genistein 100%; 380,000 tested, 1.1% active; Potency, µM (doses to about 46.1 µM), for inactives: top-dose activation, actives largely listed as activators; also: potency is read from the fitted curve at half-maximal effect; nearly all actives have a fitted effect of over 80% in size; some results filed as inactive show a strong effect at the top dose
#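 MCF7-BRCA1-FFLuc, 2000 cells/well; 2 h attach, 37 °C/5% CO2; compound 48 h; luciferase substrate 15 min; luminescence end-point. Norm. to genistein 10 microM max activation and DMSO; concentration-response curves fitted.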
# TCR act – activates T cell receptor signaling; 330,000 tested, under 10 active; Potency, µM (highest dose often 9.22 µM), without a hit: top-dose activation of IL-2 secretion, hits mostly activators; primary human leukocytes, anti-CD3, IL-2 HTRF, 48 h; also: % of control where 0% means no effect
#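 1) Mix primary human leukocytes, a-CD3 beads and compound. 2) Incubate 48 hr. 3) Add HTRF IL-2 reagents (a-IL-2-K, a-IL-2-d2).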
# TRPV1 ag – activates the human vanilloid receptor TRPV1. Q8NER1. AID 540275. activation, % at 8.33 µM. 320,000 tested, 0.19% active. TRPV1-expressing cells, Fluo-8 calcium influx, agonist mode; in the data active = activation above about 80%; inconclusive = between about 30% and that limit; also: 0% is about no effect
#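 Fluo-8 calcium influx in TRPV1-expressing cells, kinetic read (ex 480/em 520 nm). Compound added and read 3 min for agonist activity, followed by capsaicin at EC20 final and 2 min further read for enhancement.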
# MLL CXXC-DNA inh – blocks binding of human MLL CXXC domain to DNA | MLL-CXXC / FITC-HOXA9 DNA fluorescence polarization | Q03164 | AID 2662 | Potency, µM (titrated, usually from 115 µM), for inactives: top-dose activity change, negative = inhibition, usual class: inhibitors | 290,000 tested, 0.037% active; active = well fitted inhibition curve with a large enough effect in the polarisation, with a control signal flat, not every such curve was filed as active; inconclusive = small, poorly fitted or top-dose-only effect, or effect the other way, or a change in a side signal; inactive = no such curve, though single readings can be large or run the other way; the % refers to the polarisation; also: potency is read from the fitted curve at half-maximal effect
#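 Steps: dispense CXXC domain solution (7 uM) → pin compounds or unlabeled HOX-A9 DNA control → 5 min ambient → add FLSN-HOX-A9 solution (50 nM) → spin → 30 min ambient → fluorescence polarization. Tris pH 7.5/NaCl/DTT/BSA buffer.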
# B2AR arrestin – beta2AR (human) beta-arrestin recruitment activity. AID 492947. P07550. beta-arrestin recruitment to beta2AR, cell-based reporter. 330,000 tested, 0.02% active. Potency, µM (series often up to 46.1 µM), for inactives: top-dose activation, hits mostly activators;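 also: potency is read from the fitted curve at half-maximal effect; 0% = DMSO controls and full agonism = EC100 isoproterenol or metaproterenol; nearly all actives have a fitted effect of over 65% in size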
# Integrin act MD – integrin-mediated muscular dystrophy alleviation activation. alpha7betagal myoblasts, beta-gal FDG fluorescence, 48 h. Potency, µM (highest dose often 38.3 µM), inactives show top-dose activation, actives largely listed as activators. 350,000 tested, 0.064% active. AID 624291;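 also: potency is read from the fitted curve at half-maximal effect; 100% = response of the positive control SU9516; nearly all actives have a fitted effect of over 60% in size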
#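 alpha7betagal+/- myoblasts (passage 13, 250/well) treated 48 h at 37C with compounds at 1:260 dilution of DMSO stock. Lysed, then beta-galactosidase activity read as FDG fluorescence (ex 480/em 540) after 30 min, with pre-read for autofluorescence.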
# PTAP TSG101 blk – blocks PTAP/TSG101 interaction to inhibit HIV-1 budding. Q99816. Fluorescence polarization, FITC-PTAP peptide / Tsg101 binding. Potency, µM (doses to about 115 µM), inactives show at the highest dose activity change, negative = inhibition, actives largely listed as inhibitors. 340,000 tested, under 10 active. AID 493005; active = well fitted inhibition curve with a large enough effect in the main read-out, with a control signal flat, not every such curve was filed as active; inconclusive = small, poorly fitted or top-dose-only effect, or effect the other way, or a change in a side signal; inactive = no such curve, though single readings can be large or run the other way; also: potency is read from the fitted curve at half-maximal effect; % of control where 0% means no effect
#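 Tsg101 binding domain (10 uM final) was mixed with compound and a FITC-labeled PTAP peptide (50 nM final) in HEPES pH 7.5 buffer with NaCl, Tween 20, EDTA and TCEP; fluorescence polarization was read after 20 min at r.t.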
# ELG1 DNA repair – blocks ELG1-dependent DNA repair in HEK293T cells; AID 504467; Potency, µM (titrated, usually from 46.1 µM), for the others: at the highest dose activity change, negative = inhibition, usual class: inhibitors; HEK293T ELG1-luciferase reporter, luminescence, 16 h; DNA damage induced by 5-fluorouridine; 330,000 tested, 2.3% active; also: potency is read from the fitted curve at half-maximal effect; % is scaled to controls: 0 for no effect and ±100 for the full control effect; nearly all actives have a fitted effect of over 55% in size
#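 DMSO vehicle served as the neutral condition. Each well held 2,000 cells given 5-fluorouridine plus compound; after 16 hr at 37 °C/5% CO2, ONE-Glo was added and luciferase measured 30 min later.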
# AT treatment – potential ataxia-telangiectasia treatments restoring KAP-1 phosphorylation; Potency, µM (titrated, usually from 57.5 µM), for the others: top-dose activation, usual class: activators; […] A-T fibroblasts, KAP-1 phosphorylation AlphaLISA; neocarzinostatin DNA damage 30 min before lysis; 320,000 tested, 0.19% active; also: potency is read from the fitted curve at half-maximal effect; % of control where 0% means no effect; nearly all actives have a fitted effect of over 45% in size
#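 ATM-like activity read as KAP-1 phosphorylation via AlphaLISA donor/acceptor antibody pairs after lysis and 6 hr at 25C. Cells were ATM-null patient fibroblasts ([…], hTERT), dosed 60 min, then exposed to the DSB inducer NCS for 30 min.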
# An asterisk follows results filed as active; ? = inconclusive; . = no result given; & = joins results of further samples; [ ] = dose if it differs, or a comment. Unless noted, calls follow the shape of the dose curve; as a rule, active = well fitted curve in the direction sought with a large enough effect; inconclusive = small, poorly fitted or top-dose-only effect, or another doubt; inactive = no such curve, though single readings can be large; an effect the other way counts as inactive or inconclusive.
SMILES,p53 reactivator,BRCA1 expr up,TCR act,TRPV1 ag,MLL CXXC-DNA inh,B2AR arrestin,Integrin act MD,PTAP TSG101 blk,ELG1 DNA repair,AT treatment
CCN1CCCC1CNC(=O)C1c2ccccc2C(=O)N(CCOC)C1c1ccc(F)cc1 (configuration not stated),-12%,14%,0%,2,9%,-0.9%,15%,0%,5%,1%
O=C(N/N=C/c1ccc(OC(=O)c2ccccc2)cc1)c1cccc(O)c1,13%,?,2%,5,160%[activator],0.0%,34%,-3%,11%,-4%
COc1ccc(NC(=S)N2CCN(Cc3ccccc3)CC2)cc1,4%,4%,1%,-1,6%,-0.2%,-20%,-1%,7%,-1%
Cc1[nH]n(-c2nc(-c3cccc([N+](=O)[O-])c3)cs2)c(=O)c1C,?,82%,5%[46.1 µM],-1,-2%,8.0%,26%,0%,?,-3%
c1cncc(N=c2scc(-c3cccc4ccccc34)n2CCCn2ccnc2)c1,-10%,-34%,-1%[46.1 µM],-2,-12%,0.1%,-11%,1%,?,3%
CS(=O)(=O)Nc1ccc(C(=O)NCc2ccccn2)cc1,1%,9%,1%,0,9%,-0.2%,30%,-6%,11%,-5%
CCN(CC)c1ccc(NC(=O)CSc2nc3ccccc3c(=O)n2-c2cc(S(=O)(=O)N(C)C)ccc2C)cc1,-14%,-30%,-4%,2,-2%,0.0%,24%,-3%,0%,-2%
COc1ccc(C(=O)Nc2nnc(S(=O)(=O)N3CCCCCC3)s2)cc1OC,.,0%,-4%,-3,6%,0.2%,17%,-3%,-8%,0%
CN(C(=O)c1ccc(NC(=O)Cc2ccc(NC(=O)C3CCN(C(=O)CCc4ccccc4)CC3)cc2)cc1)C1CCCC1,.,-4%,-1%,.,.,.,0%,2%,.,.
C/C(=N\NC(=O)c1nnn(-c2nonc2N)c1-c1cccs1)c1ccc(O)cc1,-4%,-5%,4%,15,24%,0.0%,19%,-7%,-5%,5%
CC1(C)COC(c2coc3ccccc3c2=O)OC1,?,?,-9%[46.1 µM],-1,-4%,-0.2%,-6%,-2%,?,-5%
O=c1c2c(-c3cccs3)csc2ncn1/N=C/c1ccc(OC(F)F)cc1,-4%,-19%,-1%,-1,-1%,0.3%,14%,-2%,-2%,-4%

# Grouped by structure: the compounds so far containing an aryl methoxy group (2)
SMILES,p53 reactivator,BRCA1 expr up,TCR act,TRPV1 ag,MLL CXXC-DNA inh,B2AR arrestin,Integrin act MD,PTAP TSG101 blk,ELG1 DNA repair,AT treatment
COc1ccc(NC(=S)N2CCN(Cc3ccccc3)CC2)cc1,4%,4%,1%,-1,6%,-0.2%,-20%,-1%,7%,-1%
COc1ccc(C(=O)Nc2nnc(S(=O)(=O)N3CCCCCC3)s2)cc1OC,.,0%,-4%,-3,6%,0.2%,17%,-3%,-8%,0%

# (more compounds)
SMILES,p53 reactivator,BRCA1 expr up,TCR act,TRPV1 ag,MLL CXXC-DNA inh,B2AR arrestin,Integrin act MD,PTAP TSG101 blk,ELG1 DNA repair,AT treatment
N#CC1(NC(=O)COC(=O)c2ccc(-c3ccc(O)cc3)cc2)CCCCC1,?,67%,1%,0,.,0.3%,?,0%,?,3%
CCCN(CCC)CCCNC(=S)Nc1ccc2nc(N3CCN(CC)CC3)cc(C)c2c1,?,-12%,1%,-4,1%,5.4%,-8%,-4%,18%,-7%
COC(=O)c1ccc(S(=O)(=O)NCc2ccccn2)n1C,3%,-11%,-2%,0,7%,-0.6%,3%,-4%,-2%,-9%
CC(C)(C)[C@H]1C=C(C(=O)NC2CC2)O[C@@H](OCCCCO)C1,-1%,0%,-2%,1,?,-0.3%,-7%,-1%,29%,-7%
O=C(Cc1c(F)cccc1Cl)Nc1ccc(S(=O)(=O)N2CCOCC2)cc1,-20%,-29%,-1%,13,0%,0.5%,19%,-5%,-4%,-1%
CCN(CCO)C(=O)CC1C(=O)NCCN1Cc1c(F)cccc1Cl (configuration not stated),-1%,0%,-3%,3,-1%,0.0%,1%,0%,?,4%
CC(=O)N1CCN(CC(=O)Nc2sccc2C#N)CC1,1%,-13%,1%,-4,5%,0.2%,6%,0%,0%,1%
COc1cccc(C(O)CC(N)=O)c1 (configuration not stated),6%,-13%,3%,-4,3%,0.1%,15%,1%,1%,-2%
Cc1cccc(C(=O)Nc2nnc(-c3ccco3)o2)c1,15%,6%,2%[46.1 µM],-2,?,0.1%,-7%,-1%,22%,6%
COc1ccccc1Nc1c2c(nc3ccccc13)CCC2,7%,-55%,-4%,3,3%,6.8%,-29%,0%,?,10%
Cc1c(OC(C)C(=O)NCC(O)c2ccccc2)ccc2c3c(c(=O)oc12)CCC3 (configuration not stated),-14%,6%,-2%,-5,2%,-0.7%,26%,-2%,?,15%
CSCC[C@H](NC(=O)COc1cc2c(c3oc(=O)c(C)c(C)c13)CCC(C)(C)O2)C(=O)O,-2%,-11%,-1%,1,7%,-0.5%,-14%,-2%,-1%,7%
CCCC(=O)N(Cc1cc2ccccc2[nH]c1=O)c1ccccc1OC,-3%,-2%,.,2,3%,0.3%,4%,-12%,0%,.
CN(C(=O)CSc1nnc(-c2ccc(F)cc2)c2ccccc12)C1CCS(=O)(=O)C1 (configuration not stated),6%,-31%,2%,-2,-2%,-0.4%,2%,-2%,1%,9%
COc1ccc(S(=O)(=O)Nc2ccccc2C(=O)N2CCCCC2)cc1C,-1%,-6%,0%,2,-5%,0.3%,-18%,-2%,0%,-5%
Cc1ccc(N/C=C(\C#N)c2ccc(OCCCF)cc2)cc1,12%,-6%,2%,-3,17%,-0.4%,0%,0%,0%,1%
Cc1ccc(NC(=O)CCNS(=O)(=O)c2ccc(OC(F)(F)F)cc2)c(O)c1,7%,1%,4%,-3,8%,-0.1%,18%,0%,0%,4%
CCOC(=O)c1ccc(NC(=O)C(=O)NCc2ccncc2)cc1,1%,1%,-4%,-2,0%,0.0%,-6%,-3%,0%,.
Fc1ccc(C(c2nnnn2Cc2ccccc2)N2CCSCC2)cc1 (configuration not stated),-4%,-29%,1%,8,11%,0.0%,?,-6%,-2%,9%
CC#CC(=O)N1CCCC(C(=O)c2ccc(SC)cc2)C1 (configuration not stated),-4%,-10%,.,9,-16%,-0.9%,-44%,-10%,-13%,-3%
COc1ccc(-c2nnc(N(C)C(=O)c3cccnc3)s2)cc1,?,45%,1%,-1,-4%,0.3%,3%,-3%,?,-7%
O=[N+]([O-])c1ccc(O)c(N=Cc2sc3ccccc3c2O)c1,?,-83%,-3%,-1,9%,2.5%,0%,-1%,0%,-6%
Cc1ccc2oc(C(=O)NC3CCS(=O)(=O)C3)cc(=O)c2c1 (configuration not stated),6%,13%,-6%,1,42%,0.4%,25%,-1%,10%,-3%
CCOc1ccc(-n2c(SCC(N)=O)nc3sc4c(c3c2=O)CCN(C)C4)cc1,0%,-20%,9%,-3,18%,-0.7%,-19%,1%,?,9%
CC(C)C(C)NC(=O)COC(=O)C1CCN(S(=O)(=O)c2ccc3c(c2)OCCO3)CC1 (configuration not stated),2%,-1%,-14%,-2,.,0.1%,-19%,-2%,0%,-2%
COc1ccc(NC(=O)c2cc3cc(C)ccc3n2C)c(OC)c1,.,-29%,.,-2,4%,-0.4%,-4%,1%,9%,10%
COC(=O)CCC(=O)N1CCCC(C(=O)c2cc(F)ccc2F)C1 (configuration not stated),?,-39%,2%,0,-2%,-0.1%,0%,-3%,7%,15%
O=C(Nc1ncccc1O)c1ccc(NS(=O)(=O)c2ccc3[nH]c(=O)[nH]c3c2)cc1,?,-63%[inhibitor],1%,7,.,-0.2%,?,-2%,0%,1%
COC(=O)c1ccc(C)c(NC(=O)c2c(-c3ccccc3)noc2C)c1,-5%,-12%,.,1,1%,-0.4%,3%,-5%,2%,3%
COc1cc(SC#N)ccc1N=Cc1c(C)[nH]n(-c2ccc(C)cc2C)c1=O,.,-22%,1%,3,?,.,-19%,-10%,.,.
O=C(COc1ccccc1Cl)N1CCCCCCC1,.,34%,.,9,21%,-0.5%,26%,2%,2%,1%
COc1ccc(CN2C(=O)C(Cc3ccccc3)Nc3ncnc(N4CCOCC4)c32)cc1 (configuration not stated),-5%,0%&0%,-4%,5,.,0.0%,-1%,1%,11%,-8%
CCC(O)(CC)C(=O)N/N=C/c1cc(Br)cc(Br)c1O,7%,-78%,8%,0,5%,0.2%,0%,-8%,23µM*,4%
N#Cc1cn(CC(=O)N2CCc3ccccc3C2)c2ccccc12,-3%,0%,10%[46.1 µM],1,-10%,-0.7%,4%,0%,5%,.
O=C(CCC(=O)N1CCN(S(=O)(=O)c2ccccc2)CC1)c1ccc(Br)cc1,-8%,-18%,1%,.,.,11%,0%,0%,?,-2%
CCOc1cc(/C=C2/SC(=S)N(CC3CCCO3)C2=O)ccc1O (configuration not stated),3%,17%,-2%,16,?,0.1%,-91%[inhibitor],-4%,-17%,6%[11.5 µM]
O=C(c1ccc2ccccc2n1)N1CCN(c2ccccc2O)CC1,?,-45%,-1%,4,-17%,-0.5%,-6%,-3%,-19%,.
